# Source: PubChem
# Pf apPOL inh: Pf-apPOL DNA polymerase inhibition | Recombinant Pf-apPOL, molecular beacon fluorescence, 1.5 h | 0.25% of 210,000 active | inhibition, % at 10 µM
# mHTT CaM bind: inhibitors of human mutant huntingtin-calmodulin interaction. P42858. 3.6% of 190,000 active. AlphaScreen His-mHTT/GST-CaM binding, luminescence. inhibition, % at 15 µM;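 further: 0% = both proteins with DMSO and 100% = one protein alone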
# Target sequence (P42858 whole entry, looked up, stated change not applied): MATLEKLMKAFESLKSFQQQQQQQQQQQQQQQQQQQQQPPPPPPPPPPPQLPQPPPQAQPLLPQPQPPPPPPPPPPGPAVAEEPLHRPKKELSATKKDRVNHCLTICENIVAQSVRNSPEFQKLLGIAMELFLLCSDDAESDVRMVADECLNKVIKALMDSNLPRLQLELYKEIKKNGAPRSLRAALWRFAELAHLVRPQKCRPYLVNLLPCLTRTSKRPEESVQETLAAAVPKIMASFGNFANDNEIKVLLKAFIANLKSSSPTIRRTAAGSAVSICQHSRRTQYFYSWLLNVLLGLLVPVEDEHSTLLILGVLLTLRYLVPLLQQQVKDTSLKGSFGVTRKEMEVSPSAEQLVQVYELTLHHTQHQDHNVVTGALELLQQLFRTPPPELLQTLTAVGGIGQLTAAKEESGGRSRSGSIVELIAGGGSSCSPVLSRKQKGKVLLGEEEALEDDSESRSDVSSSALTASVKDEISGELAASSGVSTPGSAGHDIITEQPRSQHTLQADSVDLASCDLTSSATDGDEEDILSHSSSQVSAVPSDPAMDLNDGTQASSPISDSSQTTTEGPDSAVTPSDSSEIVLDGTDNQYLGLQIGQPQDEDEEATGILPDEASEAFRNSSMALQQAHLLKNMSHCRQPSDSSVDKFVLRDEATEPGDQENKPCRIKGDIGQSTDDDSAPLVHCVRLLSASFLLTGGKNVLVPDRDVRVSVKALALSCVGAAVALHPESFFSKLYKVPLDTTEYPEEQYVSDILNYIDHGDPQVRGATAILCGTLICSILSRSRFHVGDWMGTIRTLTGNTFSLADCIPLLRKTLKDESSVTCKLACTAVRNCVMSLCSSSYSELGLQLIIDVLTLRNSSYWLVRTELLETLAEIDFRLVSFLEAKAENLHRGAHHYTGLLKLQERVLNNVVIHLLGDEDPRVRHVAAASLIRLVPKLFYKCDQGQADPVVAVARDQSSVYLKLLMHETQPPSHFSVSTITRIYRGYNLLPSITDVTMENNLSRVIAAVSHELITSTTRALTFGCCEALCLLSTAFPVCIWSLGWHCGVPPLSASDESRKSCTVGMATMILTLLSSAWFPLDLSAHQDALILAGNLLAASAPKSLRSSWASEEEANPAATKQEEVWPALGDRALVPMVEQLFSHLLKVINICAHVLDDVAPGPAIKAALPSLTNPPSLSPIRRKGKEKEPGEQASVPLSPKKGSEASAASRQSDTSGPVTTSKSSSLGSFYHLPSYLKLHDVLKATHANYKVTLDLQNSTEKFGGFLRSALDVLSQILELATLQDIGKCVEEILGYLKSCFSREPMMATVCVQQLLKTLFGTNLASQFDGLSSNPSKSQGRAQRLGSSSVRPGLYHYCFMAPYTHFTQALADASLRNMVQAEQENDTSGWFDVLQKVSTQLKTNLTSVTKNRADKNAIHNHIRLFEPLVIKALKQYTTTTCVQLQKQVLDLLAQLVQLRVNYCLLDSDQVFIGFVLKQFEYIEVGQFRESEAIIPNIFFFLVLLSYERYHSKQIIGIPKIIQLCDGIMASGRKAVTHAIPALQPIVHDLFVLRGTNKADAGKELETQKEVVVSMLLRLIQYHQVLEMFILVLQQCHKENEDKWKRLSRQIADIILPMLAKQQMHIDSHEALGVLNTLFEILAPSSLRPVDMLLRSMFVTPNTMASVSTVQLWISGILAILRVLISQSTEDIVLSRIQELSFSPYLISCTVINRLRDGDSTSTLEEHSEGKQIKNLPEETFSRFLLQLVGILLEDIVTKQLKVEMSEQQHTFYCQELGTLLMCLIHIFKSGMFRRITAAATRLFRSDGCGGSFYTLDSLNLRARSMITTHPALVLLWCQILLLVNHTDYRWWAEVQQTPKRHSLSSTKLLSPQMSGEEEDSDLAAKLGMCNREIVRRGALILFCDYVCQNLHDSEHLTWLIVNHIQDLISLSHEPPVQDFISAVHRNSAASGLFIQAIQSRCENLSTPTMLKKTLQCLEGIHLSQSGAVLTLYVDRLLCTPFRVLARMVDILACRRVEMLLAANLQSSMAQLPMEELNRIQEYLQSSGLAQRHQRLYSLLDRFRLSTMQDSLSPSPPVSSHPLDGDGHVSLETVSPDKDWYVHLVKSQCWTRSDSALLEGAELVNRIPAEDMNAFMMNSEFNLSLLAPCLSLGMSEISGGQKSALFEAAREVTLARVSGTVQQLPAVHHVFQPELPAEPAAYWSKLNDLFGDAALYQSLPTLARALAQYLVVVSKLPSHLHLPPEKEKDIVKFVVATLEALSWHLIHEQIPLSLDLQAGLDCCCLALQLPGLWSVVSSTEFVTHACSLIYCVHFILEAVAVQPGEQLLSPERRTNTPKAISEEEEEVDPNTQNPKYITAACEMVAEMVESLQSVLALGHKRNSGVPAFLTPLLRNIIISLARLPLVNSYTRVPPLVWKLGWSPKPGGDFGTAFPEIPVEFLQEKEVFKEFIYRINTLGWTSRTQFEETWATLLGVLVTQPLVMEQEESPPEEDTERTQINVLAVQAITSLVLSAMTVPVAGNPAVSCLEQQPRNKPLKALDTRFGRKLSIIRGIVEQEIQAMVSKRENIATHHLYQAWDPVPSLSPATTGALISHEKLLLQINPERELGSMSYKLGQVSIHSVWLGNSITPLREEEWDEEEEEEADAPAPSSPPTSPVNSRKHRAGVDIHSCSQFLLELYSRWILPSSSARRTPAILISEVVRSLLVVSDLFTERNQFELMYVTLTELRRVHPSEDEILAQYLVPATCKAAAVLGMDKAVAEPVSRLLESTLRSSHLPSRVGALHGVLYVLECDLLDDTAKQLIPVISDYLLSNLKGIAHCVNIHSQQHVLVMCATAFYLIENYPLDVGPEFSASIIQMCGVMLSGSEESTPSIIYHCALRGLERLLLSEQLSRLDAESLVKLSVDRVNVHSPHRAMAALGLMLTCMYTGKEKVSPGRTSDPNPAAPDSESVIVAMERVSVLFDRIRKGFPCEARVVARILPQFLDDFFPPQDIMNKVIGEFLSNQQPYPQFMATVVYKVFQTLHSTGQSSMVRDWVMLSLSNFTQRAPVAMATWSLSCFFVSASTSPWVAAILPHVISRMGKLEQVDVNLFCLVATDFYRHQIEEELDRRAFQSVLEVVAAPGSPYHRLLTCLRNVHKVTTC
# Active calls of the source: *; x = no result given; & = joins results of further samples. No stated cut-off is given here; in the data, active means inhibition above about 50%; inactive means the rest. Outcome played no part in choosing rows, and some 3.6% of all compounds hit somewhere here.
# Values in the order: Pf apPOL inh	mHTT CaM bind
> Cn1nccc1C(=O)N1CCCC(c2nncn2Cc2ccccc2)C1 (stereo not drawn)
  -8	1
> Fc1cccc(Cl)c1CSc1nnc(-c2cn3cc(C(F)(F)F)cc(Cl)c3n2)o1
  -6&5	x
> COc1ccc(C2CC(C(F)(F)F)n3nc(C(=O)Nc4ccc5c(c4)OCO5)cc3N2)cc1 (stereo not drawn)
  -1	25
> Cn1cc(S(=O)(=O)CC(=O)Nc2ccccc2)c2ccccc21
  -6	-6
> O=C(NC1CCCC1)C1=Cc2ccccc2OC1
  -11	-12
> Cc1ccccc1CSc1nnc2sc3ccccc3n12
  2	0
> O=C(Nc1cccc(-c2nc3ncccc3o2)c1)c1ccccc1I
  -4	-1
> CCOc1ccc(NC(=O)c2nn(-c3ccccc3OC)c(=O)c3ccccc23)cc1
  -6	9
> O=C(NCC1COC2(CCCCC2)O1)c1cccc2ccccc12 (stereo not drawn)
  -1	-6
> Cc1ccc(OCCNC(=O)c2ccco2)cc1C
  -8	1
> Cc1c(Cl)cccc1NC(=O)c1noc2c1CC(C)CC2 (stereo not drawn)
  3	2
> CNS(=O)(=O)c1cccnc1Nc1ccc(F)cc1
  -9	40
> CC1CCCN(C(=O)C2CCN(c3nc4cccnc4s3)CC2)C1 (stereo not drawn)
  -1	-2
> CCC(=O)Nc1cccc(-c2noc(C3CCN(C(=O)c4ccc(C)c(C)c4)CC3)n2)c1
  -1	21
> Nc1nc(N)nc(-c2ccccc2)n1
  -1	-9
> O=C(NCC1CCN(c2cc(-c3ccccn3)[nH]n2)CC1)c1ccc(F)cc1
  -5	35
> CCCNc1cc(N2CCC(CCC(=O)Nc3ccccc3)CC2)ncn1
  -4	7
> COc1ccc(C(=O)N2CCC(C(=O)Nc3cccc(C(C)=O)c3)CC2)cc1
  2	2
> Cc1cc(C(F)(F)F)cc(-n2cc(C#N)c(N)n2)n1
  1	x
> Cn1nc(-c2nc(C3CC3)no2)c2c1CCN(C(=O)Nc1ccc(Cl)cc1)C2
  -8	63*
> CCCOc1ccc(C(=O)Nc2cccc(OC)c2)cc1
  -1	-20
> COC(=O)NC(c1ccc(F)cc1)C(Cl)(Cl)Cl (stereo not drawn)
  -4	-5
> O=S(=O)(Nc1cc(C(F)(F)F)ccc1N1CCc2ccccc2C1)c1cccc2nonc12
  -3	x
> O=[N+]([O-])c1cccc(OCc2cn3cccnc3n2)c1
  -3	-1
> COc1ccc2c(c1)C1C=CCC1C(c1ccc([N+](=O)[O-])cc1)N2 (stereo not drawn)
  4	95*
> O=C1c2ccccc2C(=O)N1CCN=C1NS(=O)(=O)c2ccccc21
  1	0
> CN(CC1(C)CCOCC1)C(=O)NCc1cccc(F)c1
  2	3
> O=C(Nc1ccc(N2CCN(C(=O)c3ccc(F)cc3F)CC2)nc1)C1CCCC1
  -10	-3
> Nc1cccc2c1C(=O)N(c1ccc(Cl)c(Cl)c1)C2=O
  3	-15
> O=C(CSc1nc(O)c(Cc2ccccc2)c(=O)[nH]1)Nc1ccc(Cl)cc1
  0	-5
> O=C(Cn1cc(-c2ccc(F)cc2)oc1=O)N1CCCCC1
  0	-6
> CC1=C(C(=O)Nc2cc(C)ccn2)C(c2ccsc2)C2=C(CCCC2=O)N1 (stereo not drawn)
  1	6
> O=C1CSC(c2ccccc2)N1C1CCCCC1 (stereo not drawn)
  3	-1
> O=c1oc2ccccc2cc1-c1cccc(N=Cc2ccccc2O)c1
  -3	6
> Cc1cc(=O)[nH]c(SCC(=O)Nc2cccc(F)c2)n1
  0	-3
> Cc1c(Cc2ccccc2)c(-n2ccnc2C)n2c(nc3ccccc32)c1C#N
  1	0
> O=C(CSc1nnc(-c2ccco2)c(-c2ccco2)n1)Nc1ccc2c(c1)OCO2
  -3	75*
> CC1CCc2cc(F)ccc2N1C(=O)c1cccnc1 (stereo not drawn)
  -3	2
> COC(C(=O)Nc1ccc(F)cc1F)c1ccccc1 (stereo not drawn)
  -5	-5
> CCOCCCNC(=O)C1c2ccccc2C(=O)N(C)C1c1cccs1 (stereo not drawn)
  -5	4
> O=C(C1CCC1)N1CCN(c2cc(Oc3ccccc3F)ncn2)CC1
  -7	0
> CCCC1c2cccn2CCN1C(=O)Nc1ccc(Br)cc1F (stereo not drawn)
  3	-2
> O=C(Nc1ccc(F)cc1)C1CCC(CNS(=O)(=O)c2cccs2)CC1 (stereo not drawn)
  -2	-2
> Cc1cc(C(=O)NC2CCN(Cc3c(F)cccc3Cl)CC2)no1
  -4	x
> COc1ccc(CCNc2ncnc3c2cnn3-c2ccc(C)cc2C)cc1OC
  -5	20
> CCOc1ccccc1CNC(=O)c1nc(C)n(C2CCN(S(C)(=O)=O)CC2)c1C
  -31	22
> COc1ccc(Nc2ccc(N3C(=O)CCC3=O)cc2[N+](=O)[O-])cn1
  -5	7
> COc1ccc(-n2nc(C(=O)Nc3c(F)cccc3F)c3ccccc3c2=O)cc1
  -5	0
> O=C(NCc1ccccc1)c1ccc(-c2ccc([N+](=O)[O-])cc2)o1
  2	37
> COc1nc(F)c(F)c(Oc2ccc(C(C)=O)cc2)c1F
  6	-45
> Cn1cnc([N+](=O)[O-])c1Sc1cn2c(n1)CCC2
  -1	-5
> CC(=O)Nc1ccc(S(=O)(=O)N2CCN(S(=O)(=O)c3ccc(F)cc3)CC2)cc1
  -14	-4
> COc1cccc(CNC(=O)C2CCCN(c3cnn(C)c(=O)c3)C2)c1OC (stereo not drawn)
  -6	-4
> CC(=O)N1CCc2[nH]c3ccc(C(=O)NC4CCCCC4)cc3c2C1
  2	10
> NNC(=O)COc1ccc2c(c1Br)CCCC2
  3	3
> O=[N+]([O-])c1cc(C(F)(F)F)ccc1N=NN1CCOCC1
  2	x
> CNC(=O)c1cc(N(C)C)nc2c(Cl)cccc12
  6	3
> CCOC(=O)C1CCN(Cc2cn3ccccc3n2)CC1
  1	9
> O=C(NCCSc1ccccn1)c1ccc([N+](=O)[O-])cc1
  0	-3
> CC1CN(S(=O)(=O)c2ccc(I)cc2)CC(C)O1 (stereo not drawn)
  2	-9

# The listing continues.
# Values in the order: Pf apPOL inh	mHTT CaM bind
> O=C(O)C1C(C(=O)NCC23CC4CC(CC(C4)C2)C3)C2C=CC1C21CC1 (stereo not drawn)
  -4	7
> O=C(c1ccc(OCC2CCCN(C(=O)c3ccc(F)c(Cl)c3)C2)cc1)N1CCCC1 (stereo not drawn)
  3	17
> CCC(=O)N1CCc2c(C(=O)NC3CCCC3)cccc21
  2	-5
> COc1ccc(OC)c(/C=c2\sc3nc4cc(Br)cnc4n3c2=O)c1
  -1	-7
> O=[N+]([O-])c1cccc(C=Nc2cccc(Cl)c2Cl)c1O
  -4	5
> Cc1nc(N2CCOCC2)c2c(C)c(C(=O)Nc3cccc(C(F)(F)F)c3)sc2n1
  -10	41
> O=C(c1cccnc1N1CCNC(c2ccccc2)C1)N1CCSCC1 (stereo not drawn)
  -2	7
> COc1ccc(C2C(C(=O)NCC3CCCO3)c3cc(OC)c(OC)cc3C(=O)N2C)cc1 (stereo not drawn)
  -6	-1
> C[C@@H]1COc2cc(Br)ccc2S(=O)(=O)N1Cc1cn(Cc2ccccc2)nn1
  -8	-16
> CCNc1cc(N2CCCC(CCC(=O)N3CCCCC3)C2)ncn1 (stereo not drawn)
  -4	7
> O=C(c1cccc(Br)c1)n1cnc2ccccc21
  -1	-6
> CCOc1ccc(-c2cc(C(=O)O)c3cc(Br)ccc3n2)cc1
  2	3
> O=C1OC(c2ccc(Cl)cc2Cl)=N/C1=C\c1ccccc1[N+](=O)[O-]
  -1	-3
> Cc1nc(OCC(=O)Nc2ccc(C)c(C)c2)c2ccccc2n1
  2	5
> O=S1(=O)c2ccc(Br)cc2OC[C@H](Cc2ccccc2)N1Cc1cn(Cc2ccc(Cl)cc2)nn1
  -2	-17
> COc1cccc(C(=O)Nc2c3c(nn2-c2ccc(C)cc2C)CSC3)c1OC
  -3	50*
> Cn1c(=O)c2c(ncn2CC(=O)N2CCOCC2)n(C)c1=O
  -5	-4
> COc1ccc2c(c1OC)C(=O)N(c1ccc([N+](=O)[O-])cc1)C2
  -1	6
> O=C(O)CCC(=O)Nc1ccc(Br)cc1C(=O)c1ccccc1
  -2	1
> Cc1cc([N+](=O)[O-])c(C)cc1-c1ccc(/C=C(\C#N)c2nc3ccccc3[nH]2)o1
  -6	-5
> O=c1c(-c2ccccc2)coc2c3c(ccc12)OCN(CCc1ccccc1)C3
  -13	14
> CCOC1(N=C(C)NS(=O)(=O)c2ccc(Cl)cc2)C(C)=CC(=O)C=C1C
  -9	-4
> Cc1ccc2[nH]c3c(c2c1)CCCC3NCCCN(C)C (stereo not drawn)
  -1	36
> O=C(Nc1ccc(F)cc1F)N1CCCC1c1cccc(F)c1 (stereo not drawn)
  -3	-7
> O=C(NCC1COC2(CCCC2)O1)NC1CCCCC1 (stereo not drawn)
  -1	-3
> COc1ccc(C(=O)CN2C3=NCCN3c3ccccc32)cc1OC
  -3	-5
> COc1ccc(NC(=O)N2CC=C(c3cn(C(C)C)c4ncccc34)CC2)cc1
  -6	12
> COc1ccc(C(=O)NCc2nc3ccccc3n2CC(C)C)cc1OC
  -8	15
> O=C(COc1ncnc2cc(Cl)ccc12)NNC(=O)c1cccc2ccccc12
  -6	x
> O=C(Nc1nnc(N=Cc2ccc([N+](=O)[O-])s2)s1)c1ccccc1[N+](=O)[O-]
  -1	17

# 7 records picked at random from those above:
# Values in the order: Pf apPOL inh	mHTT CaM bind
> O=S1(=O)c2ccc(Br)cc2OC[C@H](Cc2ccccc2)N1Cc1cn(Cc2ccc(Cl)cc2)nn1
  -2	-17
> COc1cccc(C(=O)Nc2c3c(nn2-c2ccc(C)cc2C)CSC3)c1OC
  -3	50*
> Cc1nc(N2CCOCC2)c2c(C)c(C(=O)Nc3cccc(C(F)(F)F)c3)sc2n1
  -10	41
> COc1ccc(C(=O)NCc2nc3ccccc3n2CC(C)C)cc1OC
  -8	15
> O=C(c1cccnc1N1CCNC(c2ccccc2)C1)N1CCSCC1 (stereo not drawn)
  -2	7
> O=C(Nc1ccc(F)cc1F)N1CCCC1c1cccc(F)c1 (stereo not drawn)
  -3	-7
> Cc1nc(OCC(=O)Nc2ccc(C)c(C)c2)c2ccccc2n1
  2	5

# Following part:
# Values in the order: Pf apPOL inh	mHTT CaM bind
> Cc1ccccc1Cn1c(=O)n(-c2ccccc2)c(=O)c2sccc21
  0	0
> CCNC(=O)c1ccc2cnn(CC)c2c1
  -4	1
> Cc1cccc(NC(=O)CSc2nnc(-c3ccco3)n2-c2ccccc2)c1C
  6	2
> O=c1oc2cc(OCc3ccc([N+](=O)[O-])cc3)ccc2c2c1CCCC2
  -1&3	-1&-5
> O=C1C2C3C=CC(C3)C2C(=O)N1C(CO)C(O)c1ccc([N+](=O)[O-])cc1 (stereo not drawn)
  -5&-4	-2&-2
> Cc1ccc(C(=O)N2CCN(c3nc(CN4CCOCC4)cs3)CC2)cc1
  -2	3
> CCn1c(C2CCN(C(=O)NC)C2)nc2ccncc21 (stereo not drawn)
  -9	-3
> Cc1ccc(C2=CC(c3ccc(F)c(Br)c3)n3ncnc3N2)cc1 (stereo not drawn)
  -7	-5
> COc1ccc(NC(=O)c2cccc(Cl)c2)c(OC)c1
  -3	-1
> CC(C)NC(=O)c1ccc(OCC2CCN(C(=O)C3CCCC3)CC2)cc1
  -5	-5
> CCOc1ccc(NS(=O)(=O)c2ccc3nc(-c4ccccc4)[nH]c3c2)cc1
  -5	3
> N#CC(C#N)=C(N)Nc1cccc(Cl)c1
  -13	x
> O=C(C1CCN(CC2CC=CCC2)CC1)N1CCN(Cc2ccc3c(c2)OCO3)CC1 (stereo not drawn)
  -8	-5
> Cc1[nH]nc2c1C(c1ccc(OCC(N)=O)cc1)CC(=O)N2 (stereo not drawn)
  -4	-8
> COc1ccc(NC(=O)C2=C(C)C(=O)OC23CCC(C)CC3)cc1 (stereo not drawn)
  -2	6
> CC(C)c1ccc(/C=C2/SC(N3CCOCC3)=NC2=O)cc1
  -4	21
> CCN(c1cccc(C(F)(F)F)c1)S(=O)(=O)c1ccc2c(c1)CC(C)N2C(C)=O (stereo not drawn)
  8	7
> CNC(=O)N1CCc2c(nc3cc(-c4ccc(OC)cc4)[nH]n3c2=O)C1
  -2	3
> CC(C)(C)c1ccc(NC(=O)CN2CCOCC2)c(NC(=O)C(Cl)(Cl)Cl)c1
  -10	x
> COc1cc(OC)cc(-c2nc3ccc(C)cc3c(=O)o2)c1
  -4	1
> CCOC(=O)/C=C/c1cc(F)ccc1S(=O)(=O)NC1CCCC1
  -1	-7
> Cc1cc(NC(=O)c2cc(C)n3nccc3n2)ccc1F
  -6	-7
> CCC(C)NC(=O)C1c2ccccc2C(=O)N1Cc1ccc(F)cc1Cl (stereo not drawn)
  1	-1
> COc1ccc(CCNS(=O)(=O)c2ccc(C(=O)Nc3nccs3)o2)cc1OC
  -5	-10
> O=C(Cn1cnc([N+](=O)[O-])n1)Nc1cccc(C(F)(F)F)c1
  2	-2
> NC(=O)C1CCN(C2CC(=O)N(c3ccccc3[N+](=O)[O-])C2=O)CC1 (stereo not drawn)
  6	0
> Cc1cccc(Cl)c1NC(=S)NCC1CCCO1 (stereo not drawn)
  -6	x
> CC(=O)N(CN1C(=O)c2ccc([N+](=O)[O-])cc2C1=O)c1ccc(F)cc1
  3	23
> CCCn1c(=O)c(Br)cn(-c2ccccc2C)c1=O
  -1	x
> COc1ccc(Nc2ncc(C(=O)N3CCN(c4ccccc4F)CC3)c3ccccc23)cc1
  -1	30
> COc1ccc(CCNC(=O)c2ccccc2F)cc1OC
  -2	0

# Reformatted: results already given
Cc1[nH]nc2c1C(c1ccc(OCC(N)=O)cc1)CC(=O)N2 (stereo not drawn)
  Pf apPOL inh: -4; mHTT CaM bind: -8
COc1ccc(NC(=O)C2=C(C)C(=O)OC23CCC(C)CC3)cc1 (stereo not drawn)
  Pf apPOL inh: -2; mHTT CaM bind: 6
CC(C)c1ccc(/C=C2/SC(N3CCOCC3)=NC2=O)cc1
  Pf apPOL inh: -4; mHTT CaM bind: 21
CCN(c1cccc(C(F)(F)F)c1)S(=O)(=O)c1ccc2c(c1)CC(C)N2C(C)=O (stereo not drawn)
  Pf apPOL inh: 8; mHTT CaM bind: 7
